Assay outcomes as filed in PubChem BioAssay.
M1 ag – human M1 muscarinic receptor agonism. P11229. CHO-K1 hM1, Fluo-8 calcium fluorescence, agonist mode; 0% DMSO, 100% acetylcholine EC100. activation, % at 3 µM. hit rate 0.33% among 360,000;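 active means activation above the run's mean compound activation plus 3 SD, cut at about 16% in these data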;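 further: peak over basal fluorescence ratio within a 140 s kinetic read after compound addition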
Target sequence (P11229 whole entry, looked up): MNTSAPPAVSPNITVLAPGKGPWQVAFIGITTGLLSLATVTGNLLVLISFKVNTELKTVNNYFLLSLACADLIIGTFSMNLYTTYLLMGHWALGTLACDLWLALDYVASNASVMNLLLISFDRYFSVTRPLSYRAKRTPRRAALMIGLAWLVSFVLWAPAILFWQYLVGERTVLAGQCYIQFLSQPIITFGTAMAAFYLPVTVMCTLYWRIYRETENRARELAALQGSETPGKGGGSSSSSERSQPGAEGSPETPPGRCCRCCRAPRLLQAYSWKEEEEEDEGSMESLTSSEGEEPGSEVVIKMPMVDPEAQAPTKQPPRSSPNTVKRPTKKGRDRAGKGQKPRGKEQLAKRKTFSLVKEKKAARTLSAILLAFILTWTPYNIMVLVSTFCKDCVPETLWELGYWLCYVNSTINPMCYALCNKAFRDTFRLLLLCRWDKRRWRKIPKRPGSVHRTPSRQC
CHRM5 agonist – agonists of human muscarinic M5 receptor (CHRM5); CHO-K1 hM5 cells, Fluo-8 calcium fluorescence; 0% DMSO wells, 100% maximal acetylcholine response; activation, % at 3 µM; AID 624037; P08912; hit rate 0.19% among 360,000;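 active means activation above the run's mean over test compounds plus 3 SD, cut at about 23% in these data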;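 further: signal is peak over basal fluorescence ratio across the kinetic read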
Target sequence (P08912 whole entry, looked up): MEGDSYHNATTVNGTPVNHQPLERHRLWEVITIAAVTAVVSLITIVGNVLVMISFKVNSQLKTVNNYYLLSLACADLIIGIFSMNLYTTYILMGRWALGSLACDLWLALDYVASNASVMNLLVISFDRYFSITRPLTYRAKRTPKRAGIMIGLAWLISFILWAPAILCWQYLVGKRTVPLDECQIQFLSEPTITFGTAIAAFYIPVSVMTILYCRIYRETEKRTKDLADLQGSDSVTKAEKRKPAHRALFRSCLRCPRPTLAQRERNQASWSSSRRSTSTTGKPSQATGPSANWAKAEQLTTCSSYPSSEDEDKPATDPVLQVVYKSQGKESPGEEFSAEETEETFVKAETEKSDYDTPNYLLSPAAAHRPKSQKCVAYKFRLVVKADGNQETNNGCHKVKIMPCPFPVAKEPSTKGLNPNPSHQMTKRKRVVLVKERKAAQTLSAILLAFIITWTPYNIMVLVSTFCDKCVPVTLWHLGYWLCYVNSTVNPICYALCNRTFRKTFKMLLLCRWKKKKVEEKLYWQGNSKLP
CHRM1 antagonist – antagonists of human M1 muscarinic receptor; P11229; CHO-K1 hM1, Fluo-8 calcium fluorescence, ACh EC80 antagonist; inhibition, % at 3 µM; hit rate 1.3% among 360,000; AID 588852;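 active means percent inhibition above its own plate's cutoff, namely the mean of that plate's compound wells plus 3 SD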;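 further: peak over basal fluorescence ratio during 140 s after agonist addition; 0% = ACh EC80 plus DMSO and 100% = DMSO alone without agonist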
M4 antag – blocks acetylcholine activation of human M4 receptor. P08173. CHO-hM4 cells, ACh EC80, Fluo-8 calcium fluorescence. inhibition, % at 3 µM. hit rate 0.73% among 360,000. AID 624125;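 active means inhibition above its plate's cutoff, the mean inhibition of sample wells plus 3 SD, cut at about 27% in these data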;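 further: 0% = acetylcholine EC80 with DMSO and 100% = DMSO without agonist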
TAAR1 ag – agonists of human TAAR1. Q96RJ0. CHO RD-HGA16 TAAR1, Fluo-8 calcium fluorescence; vehicle wells 0%, saturating PEA agonist 100%. activation, % at 3 µM. hit rate 0.99% among 360,000. AID 624467;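 active means activation above the mean activation of all test compounds in the run plus 3 SD, cut at about 38% in these data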
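Assay system: CHO-derived RD-HGA16 cells with stable Gα16 and human TAAR1; timing: 17-24 h seeding, 75 min 37 °C dye, 30 min RT; read-out: % activation from peak over basal fluorescence ratio, DMSO-to-PEA scaled; measured by: kinetic Fluo-8 calcium fluorescence; benchmarks: low control DMSO, high control PEA (EC100); doses: 3 µM single concentration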
M5 antag – antagonists of human muscarinic M5 receptor (CHRM5); P08912; CHO-hM5 cells, Fluo-8 calcium fluorescence, ACh EC80; inhibition, % at 3 µM; hit rate 0.59% among 360,000; AID 624040;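 active means inhibition above a per-plate cutoff, the mean of that plate's test compounds plus 3 SD, cut at about 27% in these data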;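 further: 0% = acetylcholine EC80 with DMSO and 100% = DMSO without agonist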
CHRM4 agonist – CHRM4 agonism in calcium assay; P08173; CHO-K1 hM4/Gqi5, Fluo-8 calcium fluorescence; vehicle 0%, full acetylcholine response 100%; activation, % at 3 µM; hit rate 0.14% among 360,000;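 active means activation above the run mean over all test wells plus 3 SD, cut at about 32% in these data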;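 further: peak over basal fluorescence ratio per well then scaled between controls; 0% = DMSO wells and 100% = acetylcholine at EC100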
CHRM1 PAM – human CHRM1 positive allosteric modulation; P11229; CHO-K1 hM1, Fluo-8 calcium fluorescence, ACh EC20; 0% = ACh EC20, 100% = maximal ACh; activation, % at 3 µM; hit rate 0.088% among 360,000; AID 588819; in the data active means activation above about 19%, passing the limit was not always enough
CHRM5 PAM – positive allosteric modulators of human muscarinic M5 receptor. CHO-K1 hM5, Fluo-8 calcium, ACh EC20 PAM; 0% = ACh EC20, 100% = ACh EC100. activation, % at 3 µM. hit rate 0.3% among 360,000. AID 624038;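 active means activation above the run cutoff, the mean activation of all test compounds plus 3 SD, cut at about 18% in these data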
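Assay system – human M5 receptor in CHO-K1 cells · Read-out – % activation, ACh-normalized · Technique – Fluo-8 calcium fluorescence · Dosing – single-point, 3 µM nominal · Incubation – Fluo-8 loading 80 min at 37 °C plus 30 min room temperature · Repeats – singlicate, one well per test compound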
* marks the source's active call; other numbers are inactive results. Some of the compounds tested (hit frequency here may not be typical).

1. CC(C)(C)c1ccc(C(=O)NCC(=O)OCC(=O)N2CCCC2)cc1
2. Cc1ccc(-c2nnc(SCC#CCOC(=O)c3ccco3)o2)cc1
3. Cc1cc(NC(=O)c2cc(C3CC3)on2)no1
4. Cc1[nH]c2ccccc2c1/C=N/NC(=O)CNC(=O)c1ccccc1
5. CCOC(=O)c1[nH]c(C)c(CN(Cc2ccco2)C(=O)C(F)(F)F)c1C
6. CC1=NN(C(=O)Cc2ccc([N+](=O)[O-])cc2)C(O)(c2cccnc2)C1 (stereo unspecified)
7. CCOc1ccc(NC(=O)CC2C(=O)N(C)C(=S)N2Cc2ccco2)cc1 (stereo unspecified)
8. Cn1c(CNc2nc3ccccc3n2CCN2CCCCC2)nc2ccccc21
assay / entry	1	2	3	4	5	6	7	8
CHRM4 agonist	3	1	1	0	-2	0	0	1
CHRM5 agonist	2	-5	0	-1	-15	-1	1	-13
M1 ag	0	-5	-2	-2	-6	-4	0	-4
M4 antag	2	3	-6	7	-1	-1	-3	-1
CHRM1 PAM	10	-2	3	12	-9	5	-6	2
TAAR1 ag	3	5	2	3	-1	1	8	3
CHRM5 PAM	-5	-10	-10	0	1	4	-4	-5
M5 antag	3	8	6	8	-5	1	-2	4
CHRM1 antagonist	-8	1	-9	-13	4	1	12	-8

A run of entries taken from the entries so far, for reference:
1. CC(C)(C)c1ccc(C(=O)NCC(=O)OCC(=O)N2CCCC2)cc1
2. Cc1ccc(-c2nnc(SCC#CCOC(=O)c3ccco3)o2)cc1
3. Cc1cc(NC(=O)c2cc(C3CC3)on2)no1
assay / entry	1	2	3
CHRM4 agonist	3	1	1
CHRM5 agonist	2	-5	0
M1 ag	0	-5	-2
M4 antag	2	3	-6
CHRM1 PAM	10	-2	3
TAAR1 ag	3	5	2
CHRM5 PAM	-5	-10	-10
M5 antag	3	8	6
CHRM1 antagonist	-8	1	-9

(list continues)
9. Cc1nn(CCCC(=O)NC2CCC(C)CC2)c(=O)c2nn(-c3ccccc3)c(C)c12 (stereo unspecified)
10. CCN(CC(=O)Nc1ccccc1C(F)(F)F)C(=O)CCc1nc2ccccc2c(=O)[nH]1
11. O=C(Nc1ccc(Cl)cc1)c1cc2nc(-c3ccco3)cc(C(F)(F)F)n2n1
12. Cc1onc(-c2c(Cl)cccc2Cl)c1C(=O)N1C=CC(C(F)(F)F)=NCC1
13. Nc1nc(SCC(=O)NCC2CCCO2)[nH]c(=O)c1NC(=O)c1ccco1 (stereo unspecified)
14. Cc1ccc(C(=O)CCC(=O)NCc2ccccc2)cc1
15. Cc1cc(C)nc(OC(C(=O)O)C(OCCC(C)C)(c2ccccc2)c2ccccc2)n1 (stereo unspecified)
16. COC(=O)C(Cc1c[nH]c2ccccc12)NC(=O)c1ccccc1Br (stereo unspecified)
assay / entry	9	10	11	12	13	14	15	16
CHRM4 agonist	1	2	0	4	1	2	-1	2
CHRM5 agonist	-3	-4	4	-6	4	1	-11	-1
M1 ag	-4	1	-3	-6	-3	-4	-6	0
M4 antag	-9	-2	0	-4	-7	-8	-2	8
CHRM1 PAM	1	16	11	6	6	3	2	11
TAAR1 ag	0	0	1	3	0	0	89*	2
CHRM5 PAM	-2	4	1	-1	-3	6	-3	-7
M5 antag	10	1	-2	2	4	-10	-3	21
CHRM1 antagonist	-1	-12	-9	-12	-5	4	-12	-11

17. O=C(N/N=C/c1cccnc1)c1ccc2c(c1)OCCO2
18. N#Cc1cc(S(=O)(=O)c2ccc(Cl)cc2)c(N)[nH]c1=O
19. COc1cc2c(C)nc3c(c(C)nn3-c3ccccc3)c2cc1OC
20. Cc1ccc(SC[C@H](c2ccccc2)N2CCN(CC(C)C)CCC2=O)cc1
21. CCS(=O)(=O)c1cc([N+](=O)[O-])c(Sc2ccccc2N)s1
22. Cc1ccc([C@H]2C(C(=O)O)=CC[C@@H](c3cccs3)N2S(=O)(=O)c2ccc(C)cc2)cc1
23. CC(=O)Nc1cc(C)c2nc(NC(C)=O)sc2c1
24. Cc1c(Cl)cccc1NC(=S)N1CCCCCC1
assay / entry	17	18	19	20	21	22	23	24
CHRM4 agonist	3	1	0	2	1	0	1	0
CHRM5 agonist	-2	0	1	-2	2	-2	-1	-2
M1 ag	-6	-5	-1	-10	-4	-5	-2	0
M4 antag	-2	-6	-1	13	5	-6	24	-3
CHRM1 PAM	12	-1	6	-3	1	4	-5	20
TAAR1 ag	0	0	0	12	-2	4	-1	0
CHRM5 PAM	-5	-11	4	-1	11	3	-6	12
M5 antag	-1	2	1	11	-4	-3	9	-3
CHRM1 antagonist	-5	1	-5	0	-3	-2	10	-11

25. CCOC(=O)C1CCN(C(=O)c2ccc3c(c2)NC(=O)/C(=C\c2ccc(C)cc2)S3)CC1
26. CCOC(=O)c1cc(C#N)c(Nc2ccccc2OC)nc1C(F)(F)F
27. N#Cc1c(NC(=O)C2CC=CCC2C(=O)O)sc2c1CCCCCC2 (stereo unspecified)
28. COc1ccc(C(=O)NC(=O)NC2(C(Cl)(Cl)Cl)OCCO2)cc1
29. CCOC(=O)c1cccc(NC(=S)N2CCN(c3ncc4c(=O)c(C(=O)O)cn(CC)c4n3)CC2)c1
30. O=C1NC(=O)C2(CCc3ccccc32)N1 (stereo unspecified)
31. CCC(NC(=O)Nc1ccc(O)cc1)(C(F)(F)F)C(F)(F)F
32. CCOC(=O)c1oc2ccc(/C=N/O)c(Cl)c2c1C
assay / entry	25	26	27	28	29	30	31	32
CHRM4 agonist	1	11	0	1	0	1	0	0
CHRM5 agonist	0	3	-1	-3	1	0	0	-3
M1 ag	-3	-2	-6	-3	-4	-2	4	-9
M4 antag	9	2	-2	-8	-1	7	-7	7
CHRM1 PAM	8	0	13	9	5	7	12	-7
TAAR1 ag	4	0	4	18	10	-1	3	2
CHRM5 PAM	-1	-9	0	-4	-2	4	0	1
M5 antag	4	11	-1	9	-2	2	-1	4
CHRM1 antagonist	-16	0	-8	-11	-7	-7	-49	-1

33. CCS(=O)(=O)N1CCC(c2nc(-c3ccc(C)cc3)no2)CC1
34. CC1CCCCC1NC(=O)CN1C(=O)NC(C)(c2cc(F)ccc2F)C1=O (stereo unspecified)
35. O=C(Nc1ccc2ncccc2c1)Nc1ccc2ncccc2c1
36. CCOc1ccc(C(C)(C)C)cc1S(=O)(=O)N1CCOCC1
37. CC(=O)c1ccc(NC(=O)/C(=C\c2cccs2)NC(=O)c2ccco2)cc1
38. Cc1ccc(-c2nc3c(cnn3-c3ccccc3)c(=O)o2)cc1
39. CCOC(=O)c1cc(-c2ccccc2)sc1NC(=O)C(C)OC(=O)c1ccncc1 (stereo unspecified)
40. Cc1occc1-c1nnc(SCCNCCO)o1
assay / entry	33	34	35	36	37	38	39	40
CHRM4 agonist	8	2	14	0	2	1	1	1
CHRM5 agonist	7	1	3	-2	2	3	-1	-4
M1 ag	2	-2	0	0	-4	4	-6	-4
M4 antag	-6	-16	-17	5	-3	-5	-3	-21
CHRM1 PAM	-2	8	1	5	15	6	10	0
TAAR1 ag	10	3	20	3	8	0	-1	1
CHRM5 PAM	-9	6	-11	3	6	6	-6	0
M5 antag	4	-4	0	-1	-10	-15	-3	6
CHRM1 antagonist	2	-14	8	-37	-13	1	-5	39

41. CN1C(=O)CC(N2CCC(c3nc4ccccc4s3)CC2)C1=O (stereo unspecified)
42. Cc1onc(-c2ccccc2Cl)c1C(=O)N/N=C(\N)COc1ccc(Cl)cc1
43. CCOC(=O)c1c(NC(=O)c2ccc(Cl)s2)sc(C)c1C
44. O=C1C=C(CCc2ccccc2)CCC1
45. COc1ccccc1OCCn1cc(C(=O)c2ccco2)c2ccccc21
46. COc1cc(CNC(=O)Nc2nnc([C@@H]3C[C@H](O)[C@@H](CO)O3)s2)cc(OC)c1OC
47. O=C(CN1CCN(S(=O)(=O)c2ccc(Cl)cc2)CC1)NC1CCCC1
48. CC(C)c1ccc(NC(=O)COc2ccccc2)cc1
assay / entry	41	42	43	44	45	46	47	48
CHRM4 agonist	1	3	0	0	14	1	1	-1
CHRM5 agonist	0	-1	2	-1	3	0	-4	-1
M1 ag	-2	-5	-2	-2	4	-1	0	-5
M4 antag	3	-8	-1	-11	16	-11	5	7
CHRM1 PAM	1	-4	-6	4	-6	6	18	1
TAAR1 ag	10	15	2	0	10	3	2	0
CHRM5 PAM	2	-5	-6	-1	-17	0	1	1
M5 antag	2	1	1	0	10	-1	-1	2
CHRM1 antagonist	-12	5	3	-14	20	-4	-26	-11

Complete entries, quoted from the list. Order of screens: CHRM4 agonist, CHRM5 agonist, M1 ag, M4 antag, CHRM1 PAM, TAAR1 ag, CHRM5 PAM, M5 antag, CHRM1 antagonist
COc1ccccc1OCCn1cc(C(=O)c2ccco2)c2ccccc21 across the screens: 14, 3, 4, 16, -6, 10, -17, 10, 20
Cc1onc(-c2ccccc2Cl)c1C(=O)N/N=C(\N)COc1ccc(Cl)cc1 across the screens: 3, -1, -5, -8, -4, 15, -5, 1, 5

The list goes on.
49. Cc1ccc(C(=O)N2CCCC(Nc3ccc(F)cc3)C2)cc1C (stereo unspecified)
50. CN1CCC(C)(C(=O)Nc2ccc3c(c2)OCCO3)C1 (stereo unspecified)
51. CCCCn1c(N)c(N(CC(C)C)C(=O)CCCn2c(=O)oc3ccccc32)c(=O)[nH]c1=O
52. CCOC(=O)N1CCC(NC(=O)CSCc2nc(-c3ccc(OC)cc3)oc2C)CC1
assay / entry	49	50	51	52
CHRM4 agonist	1	0	1	1
CHRM5 agonist	-4	0	1	-3
M1 ag	-3	-5	0	4
M4 antag	-4	-6	-8	-3
CHRM1 PAM	8	3	2	4
TAAR1 ag	-2	1	3	0
CHRM5 PAM	2	1	1	-8
M5 antag	-5	3	2	12
CHRM1 antagonist	-12	-6	3	-8
